From PubChem BioAssay
FEN1 inh = human FEN1 inhibition | hit rate 0.35% among 390,000 | P39748 | Potency, µM (top dose mostly 114 µM), without a hit: at the top dose activity change, negative = inhibition, actives largely listed as inhibitors | Recombinant FEN1 flap cleavage, fluorescence, 15 min; note: nearly all actives have a fitted effect of over 65% in size
Target sequence (P39748 whole entry, looked up): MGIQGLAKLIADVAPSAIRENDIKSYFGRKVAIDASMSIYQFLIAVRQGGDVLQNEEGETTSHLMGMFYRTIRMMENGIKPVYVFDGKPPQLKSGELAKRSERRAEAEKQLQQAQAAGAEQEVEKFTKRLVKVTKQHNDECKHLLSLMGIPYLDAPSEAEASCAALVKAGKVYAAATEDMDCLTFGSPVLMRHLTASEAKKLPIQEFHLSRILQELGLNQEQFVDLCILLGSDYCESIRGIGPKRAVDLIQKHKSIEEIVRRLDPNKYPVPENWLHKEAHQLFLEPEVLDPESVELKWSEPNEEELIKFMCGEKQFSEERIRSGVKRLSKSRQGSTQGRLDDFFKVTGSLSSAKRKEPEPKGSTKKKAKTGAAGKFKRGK
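Potency values derive from four-parameter Hill fits of normalized qHTS data. The reaction used 10 nM FEN1 preincubated 15 min at room temperature with compound, then 50 nM DNA substrate, read at 0 and 15 min.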
TDP1 cell CPT = growth inhibition of DT40 Tdp1-/-;hTDP1 cells with camptothecin (screen for TDP1 inhibitors); chicken DT40 Tdp1-/-;hTDP1 cells + 20 nM CPT, ATP luminescence, 48 h; Potency, µM (highest dose often 46.2 µM), inactives show at the top dose activity change, negative = growth inhibition, usual class: inhibitors; hit rate 12% among 420,000; AID 686979; note: nearly all actives have a fitted effect of over 55% in size
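Cell growth measured by CellTiter-Glo luminescence after a minimum 48 h, 37 C compound exposure with 20 nM CPT in Tdp1-knockout DT40 cells stably expressing hTDP1, seeded 400/well; qHTS titration format.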
KAT2A inh = GCN5L2 (KAT2A) acetyltransferase inhibition; Q92830; GCN5L2 HAT assay, ThioGlo1 CoA-SH fluorescence; Potency, µM (highest dose often 58.9 µM), without a hit: at the top dose activity change, negative = inhibition, actives largely listed as inhibitors; hit rate 0.21% among 390,000; AID 504327
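Preincubate 20nM GCN5L2 with compound 15 min, RT → add 50uM ThioGlo1 + 75uM H3(1-25) + 70uM acetyl-CoA → read fluorescence 0 and 20 min. Primary qHTS; fluorescent artifacts likely.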
Numbers without * were called inactive; ? = inconclusive; . = no result given; & = joins results of further samples. Calls come from the whole dose curve; as a rule, active = well fitted curve in the direction sought with a large enough effect; inconclusive = small, poorly fitted or top-dose-only effect, or another doubt; inactive = no such curve, though single readings can be large; an effect the other way counts as inactive or inconclusive. % is set by controls: 0 for no effect and ±100 for the full control effect; potency is the fitted concentration of half-maximal effect. Only part of the results is shown (hit frequency here may not be typical).

1: Cc1c(Cl)c([N+](=O)[O-])nn1CC(=O)NC(C)c1ccccc1 (stereo not given)
2: O=C(CCc1nc2ccccc2c(=O)[nH]1)Nc1nnc(SCc2ccc(Cl)cc2)s1
3: Cc1ccc(S(=O)(=O)N(CC(=O)NCc2ccncc2)Cc2ccc(F)cc2)cc1
4: O=C(CCC(=O)N1CCSc2ccccc21)NC1CCCCC1
5: O=[N+]([O-])c1ccc(CSc2nnc(-c3cccnc3)o2)cc1

assay / entry | 1 | 2 | 3 | 4 | 5
TDP1 cell CPT | -18% | -25% | ? | ? | -8%
FEN1 inh | 7% | -2% | 12% | 0% | -1%
KAT2A inh | -22% | -5% | 2% | ? | -1%

6: COc1ccc(COC(=O)NC2CCN(S(=O)(=O)c3ccc(OC)cc3)CC2)cc1
7: CN1C(=O)C(N=Nc2ccc([N+](=O)[O-])cc2)SC1=S (stereo not given)
8: Cc1nc2c(c(C)nn2C(C)(C)C)c(C)c1CCC(=O)Nc1ccc(Br)cc1Br
9: COCc1[nH]nc2c1C(c1ccc(F)cc1F)C(C#N)=C(N)O2 (stereo not given)
10: CC(NS(=O)(=O)c1ccc(Br)s1)c1ccccc1 (stereo not given)

assay / entry | 6 | 7 | 8 | 9 | 10
TDP1 cell CPT | -20% | 7.3µM* | ? | 5% | -21%
FEN1 inh | -17% | -25% | 10% | 2% | -16%
KAT2A inh | -9% | . | -2% | 1% | -1%

11: CC(=O)c1ccccc1NCC(=O)Nc1ccc(C)cc1
12: CCOC(=O)C(C(=O)NCc1ccc(C)cc1)c1ncc(C(F)(F)F)cc1Cl (stereo not given)
13: COc1ccc(OCC(=O)NCCNC(=O)c2cccnc2)cc1
14: O=C(Cn1nnc2ccccc21)Nc1ccc([N+](=O)[O-])cc1
15: COc1ccc(CCNC(=O)C(=O)NCC2OCCN2S(=O)(=O)c2cc(F)ccc2F)cc1OC (stereo not given)

assay / entry | 11 | 12 | 13 | 14 | 15
TDP1 cell CPT | -2% | -12% | -1% | 17% | ?
FEN1 inh | 6% | 0% | -12% | -3% | -9%
KAT2A inh | -8% | 1% | -8% | -22% | -21%

16: CC(C)(C)c1ccc(NNC(=O)C2CCC2)cc1
17: Cc1ccc(-c2csc(NC(=O)CSc3nnc4c(n3)[nH]c3ccccc34)n2)cc1
18: O=C(CC(=O)Nc1ccccc1)Nc1ccccc1
19: C=CCn1c(NCCO)nc2c1c(=O)n(C)c(=O)n2C
20: Cc1ccc(NC(=O)N2CCC(NC(=O)c3ccco3)CC2)cc1

assay / entry | 16 | 17 | 18 | 19 | 20
TDP1 cell CPT | -22% | 13µM* | 25% | ? | 0%
FEN1 inh | -2% | 6% | 0% | -4% | 3%
KAT2A inh | 0% | -8% | . | -1% | -1%

21: Cc1ccc(NS(=O)(=O)c2ccc(N3CCN(c4ccc(O)cc4)CC3)c([N+](=O)[O-])c2)c(C)c1
22: COc1cccc(CNC(=O)CCn2ccc3cc(S(=O)(=O)N4CCC(C)CC4)ccc32)c1
23: Cc1cc(NC(=O)CCC(=O)N(c2cccnc2)C(C(=O)NC2CCCC2)c2ccccc2F)no1 (stereo not given)
24: O=C1CCn2c1c(O)c1ccccc1c2=O
25: C#CCN(Cc1ccc(OC)cc1)S(=O)(=O)C=C

assay / entry | 21 | 22 | 23 | 24 | 25
TDP1 cell CPT | ? | ? | -13% | -15% | ?
FEN1 inh | ? | -20% | 1% | -4% | -20%
KAT2A inh | -6% | 1% | -6% | . | .

26: CCN1C(=O)/C(=C/c2cccs2)S/C1=N\S(=O)(=O)c1ccc(C)cc1
27: CCOc1cc2[nH]c(=O)n(Cc3ccc(C(=O)N4CCN(c5cccc(Cl)c5)CC4)cc3)c(=O)c2cc1OCC
28: Fc1ccc(-c2cc(-c3nnc4n3CCCCC4)c3ccccc3n2)cc1
29: CCCOc1ccc(C(=O)NCCN2CCOCC2)cc1
30: CC(=O)Nc1nnc(SCC(=O)NC(C)(C)C)s1

assay / entry | 26 | 27 | 28 | 29 | 30
TDP1 cell CPT | -12% | 3.7µM* | 0% | 4% | 5%
FEN1 inh | 2% | -10% | -10% | -8% | 1%
KAT2A inh | -6% | -1% | 0% | -15% | -2%

31: COc1cccc(CN2CCNC(=O)C2CC(=O)NCc2cn3ccccc3n2)c1OC (stereo not given)
32: CCN1CCN(c2cc(C)c3cc(NC(=S)NCCCOC)ccc3n2)CC1
33: O=C(c1ccc(Sc2ccc(F)cc2)c([N+](=O)[O-])c1)N1CCOCC1
34: CCn1c(CNC(=O)c2ccco2)nnc1SCC(=O)Nc1cc(F)ccc1C
35: Cc1ccccc1OCC(=O)NNC(=O)c1ccc2c(=O)n3c(nc2c1)CCC3

assay / entry | 31 | 32 | 33 | 34 | 35
TDP1 cell CPT | ? | ? | -21% | 8% | -12%
FEN1 inh | 2% | 15% | 5% | -5% | -2%
KAT2A inh | 4% | -7% | -14% | -2% | 0%

36: CCCCNC(=O)CNC(=O)c1nn(-c2ccc(OC)cc2)c(=O)c2ccccc12
37: Cc1ccc(OCc2cc(C(=O)N3CCN(c4ccccc4)CC3)no2)cc1C
38: Clc1ccc(CNc2cc(-c3ccccc3)nc3nncn23)cc1
39: O=C(Nc1nc2cc3c(cc2s1)OCCO3)c1ccc([N+](=O)[O-])o1
40: Cc1ccc2c(c1)N(CCCC(=O)NCCCN1CCCCC1)C(=O)CO2

assay / entry | 36 | 37 | 38 | 39 | 40
TDP1 cell CPT | -5% | -7% | 16µM* | 8.2µM* | 0%
FEN1 inh | -10% | -9% | 3% | -11% | 0%
KAT2A inh | -18% | -10% | -5% | -1% | -1%

41: CCOC(=O)C1CCN(C(=O)Nc2ccc3nc(-c4ccco4)c(-c4ccco4)nc3c2)CC1
42: Nc1ccc2c(c1)nc(Cc1ccccc1)n2CCO
43: O=C(Nc1ccccc1C(=O)N1CCCCC1)c1ccc(Cl)cc1Cl
44: CCOC(=O)CNC(=O)CSc1nnc(C)c(=O)[nH]1
45: CN(C)N1C(=O)C2C3C=CC(O3)C2C1=O (stereo not given)

assay / entry | 41 | 42 | 43 | 44 | 45
TDP1 cell CPT | ? | -2% | -1% | -6% | -5%
FEN1 inh | ? | 17% | 11% | -3% | 5%
KAT2A inh | ? | -6% | -6% | -1% | .

46: Cc1ccn(C(C)CC(=O)Nc2ccc(-c3ccno3)cc2)n1 (stereo not given)
47: CC(C)NC(=O)c1ccc2c(c1)N(CC(=O)N1CCCCC1)C(=O)C(C)(C)O2
48: COc1ccccc1NCC(=O)NNCC(=O)Nc1ccc(F)c(Cl)c1
49: Cc1ccc(/C=N/N(Cc2ccccc2)c2ccccc2)o1
50: O=C1CCc2cc(S(=O)(=O)NCc3ccccc3Cl)cc3c2N1CC3

assay / entry | 46 | 47 | 48 | 49 | 50
TDP1 cell CPT | -6% | -2% | -6% | 4% | ?
FEN1 inh | 19% | 6% | 9% | -4% | -7%&12%
KAT2A inh | -1% | -5% | -2% | -11% | 1%&24%

Rewritten with values under each structure: twelve of the compounds above
Screens in order – TDP1 cell CPT, FEN1 inh, KAT2A inh
36	CCCCNC(=O)CNC(=O)c1nn(-c2ccc(OC)cc2)c(=O)c2ccccc12
 : -5%, -10%, -18%
37	Cc1ccc(OCc2cc(C(=O)N3CCN(c4ccccc4)CC3)no2)cc1C
 : -7%, -9%, -10%
38	Clc1ccc(CNc2cc(-c3ccccc3)nc3nncn23)cc1
 : 16µM*, 3%, -5%
39	O=C(Nc1nc2cc3c(cc2s1)OCCO3)c1ccc([N+](=O)[O-])o1
 : 8.2µM*, -11%, -1%
40	Cc1ccc2c(c1)N(CCCC(=O)NCCCN1CCCCC1)C(=O)CO2
 : 0%, 0%, -1%
41	CCOC(=O)C1CCN(C(=O)Nc2ccc3nc(-c4ccco4)c(-c4ccco4)nc3c2)CC1
 : ?, ?, ?
42	Nc1ccc2c(c1)nc(Cc1ccccc1)n2CCO
 : -2%, 17%, -6%
43	O=C(Nc1ccccc1C(=O)N1CCCCC1)c1ccc(Cl)cc1Cl
 : -1%, 11%, -6%
44	CCOC(=O)CNC(=O)CSc1nnc(C)c(=O)[nH]1
 : -6%, -3%, -1%
45	CN(C)N1C(=O)C2C3C=CC(O3)C2C1=O (stereo not given)
 : -5%, 5%, .
46	Cc1ccn(C(C)CC(=O)Nc2ccc(-c3ccno3)cc2)n1 (stereo not given)
 : -6%, 19%, -1%
47	CC(C)NC(=O)c1ccc2c(c1)N(CC(=O)N1CCCCC1)C(=O)C(C)(C)O2
 : -2%, 6%, -5%

The listing continues.
51: C=CCNC(=O)/C(=C\C=C\c1ccccc1)NC(=O)c1ccccc1Cl
52: CCn1cc(CNC(=O)c2cc(Cl)ccc2OC)c(C)n1
53: CCN1CCN(CC(=O)c2ccc(C)cc2)CC1
54: Cc1nnc(SCC(=O)NCc2ccc(Cl)cc2)[nH]c1=O
55: Clc1ccc(Cn2nnc(-c3ccc(CN4CCOCC4)cc3)n2)cc1

assay / entry | 51 | 52 | 53 | 54 | 55
TDP1 cell CPT | -2% | 1% | -4% | -10% | ?
FEN1 inh | -11% | -10% | 1% | -3% | -15%
KAT2A inh | -1% | -5% | -3% | -3% | -1%

56: O=C(N/N=C/c1ccoc1)c1cc(O)cc(O)c1
57: COc1ccc(NC(=O)CCCn2c(=O)oc3ccccc32)cc1Cl
58: COc1cccc(NC(=O)c2cccc(N3C(=O)C4C5C=CC(C5)C4C3=O)c2)c1 (stereo not given)
59: COc1cc(NC(=O)CSc2nnc3c(n2)[nH]c2ccc(S(=O)(=O)NC(C)C)cc23)cc(OC)c1OC
60: O=C(COc1ccc(Cl)cc1)OCc1cc(=O)n2nc(C3CCCCC3)sc2n1

assay / entry | 56 | 57 | 58 | 59 | 60
TDP1 cell CPT | 1% | -3% | ? | 4% | -3%
FEN1 inh | ? | 12% | 16% | 11% | -3%
KAT2A inh | ? | 0% | -6% | 2% | 2%

61: CC(NC(=O)c1ccc(S(C)(=O)=O)cc1)c1cccc2ccccc12 (stereo not given)
62: COc1ccc(CCNC(=O)c2cc(C)nc3c2c(C)nn3-c2ccccc2)cc1OC
63: C=CCn1c(O)c(C=Nc2ccccc2)sc1=S
64: COc1ccc(C)cc1-n1nnc(C(=O)Nc2cccc(SC)c2)c1C
65: Clc1ccc(CN2CCC(c3nc4ccc(Cl)cc4[nH]3)CC2)cc1

assay / entry | 61 | 62 | 63 | 64 | 65
TDP1 cell CPT | 0% | . | -21% | ? | 16µM*
FEN1 inh | -11% | -2% | -7% | 19% | 4%
KAT2A inh | -2% | 24% | ? | -3% | -6%

66: O=C(COC(=O)C1COc2ccccc2O1)Nc1cccc(Cl)c1 (stereo not given)
67: Cc1ccccc1OCC(=O)Nc1ccccc1N1CCCCC1
68: COc1cc(NC(=O)CN2C(=O)c3ccccc3Sc3ccc(C(=O)N4CCOCC4)cc32)cc(OC)c1OC
69: COc1ccc(N2Cc3ccccc3C2=O)cc1
70: Cc1cc(C(=O)OCC(=O)Nc2nc(-c3ccccc3)cs2)c(C)o1

assay / entry | 66 | 67 | 68 | 69 | 70
TDP1 cell CPT | -13% | ? | 19% | ? | ?
FEN1 inh | -3% | -20% | 28% | 4% | 26%
KAT2A inh | -7% | -10% | -6% | -17% | -9%

71: Cc1c(Nc2nc3ccccc3n3c(C)nnc23)cccc1C(=O)O
72: CCC(C)C(NC(=O)C1CCC(C)CC1)C(=O)NC(C(=O)OC)C(C)C (stereo not given)
73: c1coc(CNc2c3c(nc4ccccc24)CCC3)c1
74: CCC(=O)N1c2ccc(S(=O)(=O)CCC(=O)NCc3ccc4c(c3)OCO4)cc2CC1C (stereo not given)
75: Nc1c(N2CCCCC2)c2ccccc2oc1=O

assay / entry | 71 | 72 | 73 | 74 | 75
TDP1 cell CPT | -6% | -15% | 16µM* | -30% | -4%
FEN1 inh | -1% | -1% | -13% | -6% | 4%
KAT2A inh | -1% | 0% | 1% | -17% | -5%

76: O=C(NCC1CCCO1)c1nc2c(nnn2Cc2ccc(F)cc2)c(=O)[nH]1 (stereo not given)
77: CN1C(=O)c2cccc(NC(=O)C3CCCCC3)c2C1=O
78: Cc1cc(-c2nc(-c3ccncc3)no2)ccc1[N+](=O)[O-]
79: Cc1cc(=O)n2c(-c3ccccc3C)n[nH]c2n1
80: Cc1ccccc1CSCCC(=O)NCCC1=CCCCC1
81: CCCCN(CC)CCNC(=O)c1cc2c(C)nc3ccccc3c2o1

assay / entry | 76 | 77 | 78 | 79 | 80 | 81
TDP1 cell CPT | -12% | 14% | 15µM* | 7% | -1% | 16µM*
FEN1 inh | 6% | 16% | 0% | -8% | 2% | -35%
KAT2A inh | 1% | -5% | -4% | -25% | 2% | 2%
